Bioassay records as filed in PubChem.
hIAP inh – human IAP inhibition. P09923. purified IAP, CDP-Star luminescence, 30 min. inhibition, % at 10 µM. 0.12% of 330,000 active. AID 2544;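 active = inhibition reaching a set limit with compound at 10 µM in the primary screen, cut at about 35% in these data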;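 also: plate controls were DMSO wells with enzyme for no effect and no-enzyme buffer wells for full effect; values of inactives mirror those of a sister screen read the other way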
Target sequence (P09923 whole entry, looked up): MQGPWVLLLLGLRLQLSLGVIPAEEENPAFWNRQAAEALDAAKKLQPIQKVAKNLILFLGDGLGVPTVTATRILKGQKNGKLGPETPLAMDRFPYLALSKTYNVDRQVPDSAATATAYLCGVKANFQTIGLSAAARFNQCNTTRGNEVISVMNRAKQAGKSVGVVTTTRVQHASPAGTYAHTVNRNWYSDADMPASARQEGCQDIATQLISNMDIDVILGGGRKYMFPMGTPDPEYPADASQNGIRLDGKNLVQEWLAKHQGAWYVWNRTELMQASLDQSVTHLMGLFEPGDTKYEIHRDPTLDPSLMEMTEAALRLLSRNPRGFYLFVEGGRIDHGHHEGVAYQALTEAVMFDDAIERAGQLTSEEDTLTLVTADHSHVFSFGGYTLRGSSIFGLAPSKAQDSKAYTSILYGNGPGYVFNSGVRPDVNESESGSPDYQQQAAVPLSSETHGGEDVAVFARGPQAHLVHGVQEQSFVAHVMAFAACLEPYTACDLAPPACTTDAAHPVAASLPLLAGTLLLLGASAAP
beta cell repl – induces beta-cell replication in MIN6 cells; MIN6 cells proliferation, ATPlite luminescence, 48 h; cells starved in 0.2% serum; 100% = growth in 10% serum; proliferation, % at 10 µM; 0.29% of 330,000 active;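 active = compounds whose signal lies at least 3.5 SD above the mean of all wells on their plate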;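 also: 0% = DMSO-treated cells in low-serum medium and 100% = 10% serum control; some compounds called inactive have numbers as strong as hits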
mIAP block – blocks mouse intestinal alkaline phosphatase | inhibition, % at 10 µM | 0.2% of 330,000 active | purified mouse IAP, CDP-Star luminescence, 30 min | AID 2806;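 active = inhibition of at least 40% at 10 µM in the primary screen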;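 also: plate controls were DMSO with enzyme for no effect and no enzyme wells for full effect; values of inactives mirror those of a sister screen read the other way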
mIAP act – increases mouse intestinal alkaline phosphatase activity | activation factor at 10 µM | 0.24% of 330,000 active | muIAP, CDP-Star luminescence, 30 min; active compounds read high; 1 = vehicle-only enzyme signal, 0 = enzyme-free wells;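 active = activation factor of at least 2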; also: the source names both 10 and 20 µM as test concentration; values of inactives mirror those of a sister screen read the other way
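Assay system: mouse IAP enzyme; Reagent: CDP-Star chemiluminescent phosphatase substrate; Compound: DMSO-dissolved test compounds; Incubation: 30 min, room temperature; Technique: luminescence from enzymatic CDP-Star hydrolysis; Controls: DMSO-only wells and no-enzyme negative control.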
A3A deaminase – blocks human APOBEC3A ssDNA deamination; recombinant A3A, FAM/TAMRA ssDNA deamination fluorescence; inhibition, % at 20 µM; 0.41% of 330,000 active; P31941; AID 493011;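 active = at least 40% inhibition at 20 µM here, with at most 30% in a related deaminase screen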;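 also: plate controls were A3A with DMSO for no effect and wells lacking A3A enzyme for full effect; some results filed as inactive read as strong as hits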
Target sequence (P31941 whole entry, looked up): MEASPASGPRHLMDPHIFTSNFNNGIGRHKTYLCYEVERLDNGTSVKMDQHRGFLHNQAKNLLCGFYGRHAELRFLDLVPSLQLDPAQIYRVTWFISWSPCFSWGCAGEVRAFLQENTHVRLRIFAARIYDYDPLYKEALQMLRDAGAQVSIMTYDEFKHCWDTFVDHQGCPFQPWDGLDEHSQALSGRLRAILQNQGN
tim10-1 inh – inhibits growth of tim10-1 mutant yeast; S. cerevisiae tim10-1 ts strain growth, BacTiter-Glo, 24 h; inhibition, % at 20 µM; 2.2% of 330,000 active; AID 463190;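 active = inhibition of at least 40%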;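 also: mutant grown at 25 °C; 0% = DMSO wells with yeast and 100% = wells holding no yeast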
APOBEC3G inh – inhibitors of human APOBEC3G DNA deaminase; Q9HC16; recombinant A3G, ssDNA deamination FAM/TAMRA fluorescence; inhibition, % at 20 µM; 0.28% of 330,000 active; AID 493012;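 active = inhibition of at least 40% at 20 µM, with no more than 30% in the related APOBEC3A deaminase screen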;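 also: plate controls were DMSO wells with A3G for no effect and wells lacking A3G enzyme for full effect; some compounds called inactive have numbers as strong as hits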
Target sequence (Q9HC16 whole entry, looked up): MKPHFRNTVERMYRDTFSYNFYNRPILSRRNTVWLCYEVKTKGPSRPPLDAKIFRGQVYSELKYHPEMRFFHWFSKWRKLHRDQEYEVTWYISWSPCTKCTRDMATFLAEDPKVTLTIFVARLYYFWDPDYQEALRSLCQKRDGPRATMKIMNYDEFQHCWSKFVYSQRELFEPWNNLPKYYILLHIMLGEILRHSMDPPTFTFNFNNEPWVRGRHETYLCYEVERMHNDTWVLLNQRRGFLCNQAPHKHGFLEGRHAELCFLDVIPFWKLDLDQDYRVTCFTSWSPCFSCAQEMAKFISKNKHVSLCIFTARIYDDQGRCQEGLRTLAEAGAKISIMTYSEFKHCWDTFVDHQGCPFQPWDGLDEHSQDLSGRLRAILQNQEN
TIM10 inh – growth inhibitors of TIM10 yeast strain. S. cerevisiae TIM10 strain growth, BacTiter-Glo luminescence, 24 h. inhibition, % at 10 µM. 1.4% of 330,000 active. AID 463195;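 active = inhibition of 40% or more at the single tested concentration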;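 also: wild-type TIM10 isogenic control strain grown at permissive 25 °C; 0% = DMSO yeast wells and 100% = minimal medium wells without yeast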
NALP3 yeast inh – blocks the NALP3 inflammasome reconstituted in yeast; Yeast reconstituted NLRP3/ASC/caspase-1, beta-gal luminescence, 24 h; inhibition, % at 10 µM; 0.39% of 330,000 active; AID 2825;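 active = inhibition of 50% or more; inactive = inhibition below 50%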;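 also: plate controls were induced DMSO wells for no effect and uninduced yeast grown without galactose for full effect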
An asterisk follows results filed as active. Compounds were not picked by outcome. Share with any hit: about 4.6%.

The line under a structure holds: NALP3 yeast inh	TIM10 inh	hIAP inh	tim10-1 inh	beta cell repl	mIAP block	A3A deaminase	APOBEC3G inh	mIAP act
COc1ccc(Cl)cc1N1C(=O)CC(Sc2ccccc2N)C1=O (stereo not given)
→ 20	18	-6	15	4	-1	-6	-10	1
COc1cc(/C=N/NS(=O)(=O)c2ccc(C)c([N+](=O)[O-])c2)ccc1O
→ -3	27	1	18	3	-10	9	-13	1.1
CCC(C)C(NC(=O)OC(C)(C)C)C(=O)NC(Cc1ccccc1)C(=O)OC (stereo not given)
→ -4	4	-11	23	1	3	-2	-2	0.97
CC(C)CC(=O)N1CCN(C(=O)CCC2CCCC2)CC1
→ 15	-2	-16	13	-1	-1	-3	-7	1
CC(=O)Cc1cc2cc([N+](=O)[O-])ccc2oc1=O
→ 2	8	6	0	-2	-1	0	-4	1
NS(=O)(=O)c1ccc(CCNC(=O)CSc2ccccc2)cc1
→ 9	-13	-2	13	0	9	-1	3	0.91
N#Cc1ccccc1OCC(=O)Nc1nnc(C2CC2)s1
→ 15	-4	-1	1	-3	10	-2	-6	0.9
CN(C)CCNc1nc2c(c(=O)[nH]c(=O)n2C)n1CCCc1ccccc1
→ 9	-10	2	-2	3	7	3	-4	0.93
C=CCn1c(Cc2cccs2)nnc1SCC(=O)c1cccc(Br)c1
→ 3	14	7	41*	-5	8	-1	-5	0.92
COc1ccc(CCNC(=O)CSCc2ccc([N+](=O)[O-])cc2)cc1OC
→ 2	16	11	23	-1	8	-1	-4	0.92
Cc1c(C(=O)N2CCC(Cc3ccccc3)CC2)cccc1[N+](=O)[O-]
→ 11	11	1	26	-3	1	1	-4	0.99
COc1cc(CNCc2ccccn2)ccc1OCc1cccc(Cl)c1
→ 39	17	-35	1	-3	-11	-4	-9	1.1
COc1ccc(CN2CCOCC2)cc1OC
→ 9	7	-18	2	-2	3	2	-1	0.97
Cc1cc(OCC(=O)NCCN2CCOCC2)cc(C)c1Br
→ 0	12	-4	-5	-4	13	-5	-5	0.87
Cn1c(=O)c2c(nc(NCc3ccc4c(c3)OCO4)n2Cc2ccccc2F)n(C)c1=O
→ 17	-2	7	-1	-2	-12	1	-6	1.1
CC(=O)N1CCN(c2ccc(NC(=O)c3ccc(N4CCCC4)c([N+](=O)[O-])c3)cc2Cl)CC1
→ -5	11	16	7	-2	18	-2	-1	0.82
COc1cccc(NC(=O)c2ccc3c(c2)N(CC(=O)N2CCCCC2)C(=O)C(C)(C)O3)c1
→ -4	-3	19	14	-3	1	-1	-4	0.99
COc1ccc(-c2csc(NC(=O)Cc3ccccc3F)n2)cc1OC
→ -4	3	10	10	-3	-16	0	-2	1.2
CCCCn1c(SCc2c(C)noc2C)nc2cc(S(N)(=O)=O)ccc21
→ 16	-16	-9	-12	-4	-7	-3	-8	1.1
COc1ccc(NC(=O)CS(=O)(=O)c2cn(CC(=O)N3CCOCC3)c3ccccc23)cc1
→ 7	-5	-7	-8	-2	6	2	0	0.94
C/C(=N/Nc1nc(-c2ccc(Cl)cc2)cs1)c1cccs1
→ 3	17	-13	45*	-5	4	-2	-3	0.96
COCCNC(=O)Cn1nc(-c2ccc(Cl)cc2)c2ccccc2c1=O
→ 11	-4	-1	-4	-3	1	3	-1	0.99
COc1ccccc1N(C(C)=O)C1SC(=O)N(c2ccccc2)C1=O (stereo not given)
→ 3	23	-4	22	0	-21	-3	-3	1.2
COCC(C)NC(=O)CSc1nc2ccccc2c(=O)n1CCc1ccc(S(N)(=O)=O)cc1 (stereo not given)
→ 12	-1	-29	-5	-4	-5	0	-6	1.1
Cc1ccc(-n2c(=O)c3c(C)c(C)sc3n(Cc3cc(=O)n4ccccc4n3)c2=O)cc1C
→ -2	-20	-11	-195	0	8	-7	-7	0.92
CCc1c(C)c(C#N)c2nc3ccccc3n2c1NC
→ 11	4	0	-4	-2	4	0	-6	0.96
CC(=O)N1CC(C)Oc2ccc(S(=O)(=O)NC(CC(=O)O)c3ccc(C)cc3C)cc21 (stereo not given)
→ 8	1	-2	-13	-3	4	2	-2	0.96
CCC(C)N(C(=O)COC(=O)c1cn(CC)c2nc(C)ccc2c1=O)C1CCS(=O)(=O)C1 (stereo not given)
→ 7	2	-6	8	-1	-7	1	0	1.1
c1ccc(CN2CCC(Nc3nc(-c4cccnc4)nc4ccccc34)CC2)cc1
→ 7	1	-9	2	-6	8	8	2	0.92
CCOC(=O)N1CCN(S(=O)(=O)c2ccc(OC)c(Cl)c2)CC1
→ 13	1	10	10	-5	0	0	5	1
O=C(CSc1ccccn1)N/N=C/c1ccccc1[N+](=O)[O-]
→ 9	2	-2	-2	1	-2	-1	-5	1
C/C=C1\COC(C(=O)NCc2ccncc2)(C(F)(F)F)C=C1C=C1CCCCC1 (stereo not given)
→ 10	20	3	31	-4	-6	-4	-16	1.1
O=C1CN(c2nc3ccccc3n3cnnc23)CC(=O)N1CCc1ccccc1
→ 19	2	14	28	0	-2	-2	-4	1
Cc1ccc(C(=O)NCc2ccco2)cc1S(=O)(=O)Nc1cccc(Cl)c1
→ -6	-1	-35	12	-4	3	-1	-3	0.97
COc1ccc(NS(=O)(=O)c2ccc(Cl)c(N)c2)cc1Br
→ -1	2	19	9	-1	8	-1	-7	0.92
CCOc1c(Cl)cc(/C=N/NC(N)=S)cc1OC
→ 27	4	4	14	-5	8	-4	-6	0.92
CC1CCCC(C)N1S(=O)(=O)c1ccc(NC(=O)c2ccccc2C(=O)N2CCOCC2)cc1 (stereo not given)
→ 25	22	13	21	-2	-1	-3	-9	1
Cc1cccc2cc(/C=C/C(=O)c3ccco3)c(Cl)nc12
→ 30	43*	-2	30	-4	5	-1	-4	0.95
CS(=O)(=O)Nc1ccc(-c2cn3c(n2)SCC3)cc1
→ 10	9	1	-4	-4	6	-5	-3	0.94
O=C(NCCc1csc(-c2cccnc2)n1)c1ccc(Cl)cc1
→ 20	-25	6	-9	-3	8	-2	-8	0.92
c1ccc(-n2nnnc2-n2cnc3ccccc32)cc1
→ -11	3	5	19	-3	4	1	3	0.96
CN(CC(=O)Nc1ccc(F)cc1)C(=O)CCc1nc2sc3c(c2c(=O)[nH]1)CCCC3
→ 13	-9	-7	4	-2	-3	7	3	1
CCNc1ccc(C(=O)OCC)cc1NC(=O)c1cccc(S(=O)(=O)N2CCOCC2)c1
→ 17	-6	8	-12	-3	8	3	2	0.92
O=C(NCc1cccs1)C1(S(=O)(=O)c2ccccc2)CC=CC1
→ 13	-7	-3	3	0	-5	0	-6	1.1
CN(C)/C=C(/C(=O)c1ccccc1Cl)S(=O)(=O)c1ccccc1
→ 3	20	20	18	2	5	-4	-6	0.95
Cc1ccccc1NC(=O)C(C)OC(=O)c1ccccc1C(=O)N(C)c1ccccc1 (stereo not given)
→ 16	12	3	20	8	5	-1	-5	0.95
Cc1csc(=O)n1CC(=O)OCC(=O)Nc1cc([N+](=O)[O-])ccc1Cl
→ 22	-38	14	-5	-1	-2	0	-10	1
COc1cccc(OC)c1C(=O)NC(=O)Nc1c(F)cc(F)cc1F
→ 15	13	-12	4	-1	5	-4	-7	0.95
COc1ccc(C2NC(=O)NC3=C2C(=O)CCC3)cc1 (stereo not given)
→ 16	-5	-18	2	-2	16	-8	-7	0.84
CSc1nsc(/C=C/Nc2ccc(C(=O)O)cc2)c1C#N
→ 3	28	-4	38	-4	8	-3	-5	0.92
COc1ccc(C(C(N)=O)c2ncc(C(F)(F)F)cc2Cl)cc1OC (stereo not given)
→ 14	-8	5	-12	-3	-8	2	0	1.1
CCOc1ccc2nc(SCC(=O)NCc3ccc(S(N)(=O)=O)cc3)[nH]c2c1
→ 10	-4	-24	-4	-2	4	-1	-5	0.95
N/C(=N\NC(=O)c1ccccc1Cl)c1cc2ccccc2oc1=O
→ 10	3	15	1	3	14	-1	-4	0.86
c1ccc(-c2nc(N3CCCCCC3)c3ccccc3n2)nc1
→ 33	24	2	0	-4	14	-6	-9	0.86
CC(=O)c1ccc(OC(C)C(=O)NCC2(N3CCOCC3)CCCCC2)cc1 (stereo not given)
→ 32	-3	-4	-4	-1	-10	-3	-3	1.1
O=C(NC1CC2CCCC(C1)N2C(=O)Nc1ccccc1)c1ccccc1 (stereo not given)
→ 12	10	20	-8	-1	-2	-3	-11	1
COC(=O)c1ccccc1NC1c2ccccc2C(=O)N1c1cccnc1 (stereo not given)
→ 17	5	3	21	-7	3	1	1	0.97
COc1ccc(OC/C(O)=C(\C#N)c2nc3ccccc3[nH]2)cc1
→ -1	-36	-10	5	-1	-12	-2	-4	1.1
Cc1cc2ncn(S(=O)(=O)c3ccc(S(=O)(=O)N4CCCCCC4)cc3)c2cc1C
→ 17	-3	10	0	1	7	2	-2	0.93
Cc1cccc(NC(=O)CSCC(=O)Nc2ccccc2N2CCCCC2)c1
→ 24	25	20	15	-4	-39	8	-5	1.4

Additional entries:
The line under a structure holds: NALP3 yeast inh	TIM10 inh	hIAP inh	tim10-1 inh	beta cell repl	mIAP block	A3A deaminase	APOBEC3G inh	mIAP act
O=C1CC(C(=O)Nc2ccccc2)C2(CCCC2)O1 (stereo not given)
→ -6	-2	16	-1	-3	0	3	-5	1
COC(=O)c1ccccc1NC(=O)c1ccc2nccnc2c1
→ 18	7	4	20	-3	6	6	-8	0.94
COc1ccc2c(C)cc(=S)[nH]c2c1
→ -10	16	19	21	1	5	-1	34	0.95
CCCCNC(=O)c1onc(CSc2nc3ccccc3[nH]2)c1C(=O)NCCCC
→ 3	29	-13	20	-3	11	-1	-7	0.89
O=C(CN1C(=O)CS/C1=C\c1nc(-c2ccc(Cl)cc2)cs1)Nc1cccnc1Cl
→ 11	-30	-8	-39	-4	10	-2	-7	0.9
Cc1ccc(C(=O)Nc2cccnc2N2CCN(C)CC2)cc1
→ 7	5	-5	5	1	4	0	-4	0.96
Cc1ccccc1-n1c(SCC(=O)O)nc2sc3c(c2c1=O)CCCC3
→ 8	8	9	-10	-3	5	-6	-13	0.95
N#Cc1cccnc1N1CCN(C(=O)COCC(=O)O)CC1
→ 20	7	3	5	-2	1	-4	-9	0.99
CCC1(C)Cc2c(C#N)c(N)sc(=S)c2CO1 (stereo not given)
→ 1	-3	4	3	2	20	-1	17	0.8
Cc1cc(C(=O)NCCc2ccccc2)c2cc(F)ccc2n1
→ 9	-12	2	-3	-2	-13	-1	-6	1.1
CCN=C1SC(C(=O)Nc2cccc(C)c2)CC(=O)N1CC (stereo not given)
→ 8	-18	-6	6	-2	0	4	3	1
N#Cc1ccc(Oc2ccc(-c3nc4ccccc4nc3-c3ccccc3)cc2)cc1C#N
→ 24	-14	9	20	0	5	0	-1	0.95
CCn1c(SCC(=O)OC)nnc1-c1ccc(C)cc1
→ -1	-12	-2	-6	-3	1	2	-3	0.99
COc1ccc(S(=O)(=O)N(CCN2CCOCC2)Cc2cc(OC)ccc2OC)cc1
→ 11	21	12	26	1	-5	-2	-2	1.1
O=C(Nc1c(F)cccc1F)c1cnc(N2CCN(c3ccccn3)CC2)c2ccccc12
→ 18	43*	20	35	-2	10	-5	-8	0.9
O=C(Nc1ccc(Cl)cc1)Nc1nnc(SCc2ccccc2)s1
→ 6	-22	16	8	-2	-8	-3	-5	1.1
O=C(Nc1ncc2c(n1)-c1ccccc1CC2)C1CC1
→ -5	-8	-6	30	-1	-1	-2	-7	1
COc1cc(/C=N\NC(=O)CNC(=O)c2cccc([N+](=O)[O-])c2)ccc1O
→ 1	13	-10	12	-1	5	1	2	0.95
CCOc1ccc(CCNC(=O)C2CCN(c3nn4c(=O)cc(C)nc4s3)CC2)cc1
→ 2	4	-9	1	-4	3	-3	-3	0.97
